NSD2 HMT inh – inhibitors of human histone methyltransferase NSD2 | O96028 | NSD2 peptide methylation, AlphaScreen, 120 min | inhibition, % at 12.5 µM | 310,000 tested, 0.54% active; in the data active means inhibition above about 50%
CDK5 p35 inh – blocks human CDK5/p35 kinase activity. Q00535+Q15078. Recombinant CDK5/p35, ADP-Glo luminescence, 60 min. 330,000 tested, 0.01% active. inhibition, % at 10 µM;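 active means highest replicate inhibition of at least 50% and at least 75% of replicates reaching 50%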;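 further: plate controls were DMSO neutral control for no effect and GW8510 at 10 µM for full effect; many of its hits are not listed in these tables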
dFosB activator – mouse delta FosB homodimer activation; P13346; purified delta FosB, TAMRA-CDK5 oligo fluorescence polarization; percent of positive-control signal above neutral wells; activation, % at 25 µM; 340,000 tested, 0.99% active;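 active means mean activation above about 17%, with every replicate also reaching it, limit read from the data, passing the limit was not always enough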;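 further: fluorescence polarization rise as delta FosB binds a TAMRA Cdk5 AP-1 oligo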
SR-BI DiI-HDL act – activators of SR-BI mediated HDL lipid uptake; CHO ldlA[mSR-BI] cells, DiI-HDL uptake fluorescence, 3 h; 100 = double the neutral-control signal; activation, % at 12.5 µM; 320,000 tested, 0.096% active;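 active means mean replicate activation of at least 60% and every replicate at or above 60%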;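 further: 0% = median plate neutral-control signal and 100% = twice that signal; values of inactives mirror those of a sister screen read the other way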
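Material: SR-BI-overexpressing, LDLR-lacking CHO cells; schedule: compound exposure 3 h, 37 °C; reagent: DiI-labelled HDL at 10 µg/mL final; technique: bottom-read fluorescence, 550/595 nm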
Arrestin-AP2 inh – inhibitors of human beta-arrestin and AP2 interaction | FITC-arrestin peptide / GST-AP2 beads, flow cytometry; AP2 beta2 appendage carries R879A mutation | inhibition, % at 10 µM | 340,000 tested, 0.31% active;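 active means inhibition above a set limit, near 3 SD of compounds lacking own fluorescence, cut at about 54% in these data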;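 further: plate controls were DMSO wells for no effect and 5 µM unlabelled arrestin peptide for full effect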
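test system = AP2 appendage R879A on GSH beads | buffer or medium = PBS plus Tween 20 (0.05%) and BSA (0.1%) | incubation = 12 min plus 1 h, RT | detection = bead flow cytometry, FITC channel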
MITF TRPM1 HTS – activators of MITF-driven TRPM1 promoter activity in SK-MEL-5 cells; SK-MEL-5 TRPM1-promoter luciferase, 24 h; % of positive control, neutral wells = 0; activation, % at 12.5 µM; 300,000 tested, 0.75% active; AID 588334;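 active means mean activation of at least 80% with every replicate also reaching 80%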;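 further: 0% = neutral control wells and 100% = parthenolide positive control wells; values of inactives mirror those of a sister screen read the other way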
SR-BI HDL uptake – mouse SR-BI HDL lipid transfer inhibition | Q61009 | 320,000 tested, 0.96% active | inhibition, % at 12.5 µM | ldlA[mSR-BI] CHO cells, DiI-HDL uptake fluorescence, 3 h | AID 488896;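 active means mean replicate inhibition of at least 70% and a set share of replicates each scoring 70 or more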;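 further: 0% = median of neutral control wells and 100% = median of positive control wells; values of inactives mirror those of a sister screen read the other way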
Target sequence (Q61009 whole entry, looked up): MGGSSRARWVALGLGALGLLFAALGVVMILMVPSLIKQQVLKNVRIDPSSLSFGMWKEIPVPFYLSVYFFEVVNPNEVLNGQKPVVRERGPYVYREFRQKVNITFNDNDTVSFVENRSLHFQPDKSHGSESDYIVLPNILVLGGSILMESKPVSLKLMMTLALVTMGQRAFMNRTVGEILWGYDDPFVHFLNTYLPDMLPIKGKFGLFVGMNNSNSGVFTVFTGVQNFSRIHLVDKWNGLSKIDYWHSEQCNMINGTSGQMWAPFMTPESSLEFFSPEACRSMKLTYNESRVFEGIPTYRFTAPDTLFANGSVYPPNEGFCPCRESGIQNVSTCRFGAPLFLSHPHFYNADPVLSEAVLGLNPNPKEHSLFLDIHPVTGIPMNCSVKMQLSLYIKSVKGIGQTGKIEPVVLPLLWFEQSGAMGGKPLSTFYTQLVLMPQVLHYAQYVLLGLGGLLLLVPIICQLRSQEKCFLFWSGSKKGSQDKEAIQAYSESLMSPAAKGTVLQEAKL
PKA-R2B activ – activators of human PKA-R2B complex; P22694+P31323; PKA-R2B holoenzyme dissociation, Cy5-IP20 fluorescence polarization; R2B truncated from residue 108, S112A mutant; 0% DMSO only, 100% 113 µM cGMP; activation, % at 11.4 µM; 340,000 tested, 0.079% active; AID 504700;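 active means activation above a cutoff set at the mean over all compounds plus 3 SD, cut at about 18% in these data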;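 further: higher means more holoenzyme dissociation and a rise in polarization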
Target sequence (P31323 whole entry, looked up, other chains not shown, the tested form may be a part): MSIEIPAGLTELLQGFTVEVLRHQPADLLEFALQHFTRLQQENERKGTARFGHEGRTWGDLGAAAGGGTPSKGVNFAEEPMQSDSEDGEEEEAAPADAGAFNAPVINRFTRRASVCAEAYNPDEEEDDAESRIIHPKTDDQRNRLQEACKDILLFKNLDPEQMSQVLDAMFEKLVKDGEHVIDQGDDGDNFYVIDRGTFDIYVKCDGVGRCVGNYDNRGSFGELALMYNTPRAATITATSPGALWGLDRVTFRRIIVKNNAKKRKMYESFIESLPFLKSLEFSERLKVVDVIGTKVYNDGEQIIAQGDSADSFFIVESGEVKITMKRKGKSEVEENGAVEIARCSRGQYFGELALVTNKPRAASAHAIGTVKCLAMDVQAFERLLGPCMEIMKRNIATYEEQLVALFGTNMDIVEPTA
SUMO Mot1 rescue – blocks SUMOylation pathway, rescuing yeast Mot1-301 growth | S. cerevisiae Mot1-301 growth rescue, ATP luminescence, 38.5C; percent above DMSO median, 100 means doubled | growth rescue, % at 18.8 µM | 320,000 tested, 1% active | AID 2716;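 active means every valid replicate shows activation above 250% relative to neutral control wells; inactive means the rest, any valid replicate at or below 250%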;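 further: OY570 slx delta 5 strain wells were the positive control but not used for scaling; some compounds called inactive have numbers as strong as hits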
PKA-R1A act – activators of PKA-R1A complex; P00514+P68181; PKA-R1A dissociation, Cy5-IP20 fluorescence polarization; scaled: DMSO 0%, 113 µM cGMP 100%; activation, % at 11.4 µM; 340,000 tested, 0.083% active;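 active means percent activation above the mean of all tested compounds plus 3 SD, cut at about 19% in these data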;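 further: higher means more PKAc released from R1A so a rise in polarization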
DSG3 Ab inh – human desmoglein-3 autoantibody binding inhibition | 310,000 tested, 0.48% active | P32926 | DSG3-coupled beads, scFv-anti-DSG3-GFP binding, flow cytometry; hits give low values | binding (percent of control), % at 10 µM | AID 588358;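 active means binding more than 3 SD below its plate's average and above zero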;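 further: hits lower antibody fragment binding to DSG3; some compounds called inactive have numbers as strong as hits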
* hit, by the source's call; x = no result given.

SMILES	NSD2 HMT inh	CDK5 p35 inh	dFosB activator	SR-BI DiI-HDL act	Arrestin-AP2 inh	MITF TRPM1 HTS	SR-BI HDL uptake	PKA-R2B activ	SUMO Mot1 rescue	PKA-R1A act	DSG3 Ab inh
CC(C)NC(=O)c1ccccc1NC(=O)C1CC(=O)N(C(C)C)C1 (stereo not drawn)	-4	0.9	-9	-5	2	x	5	-2	10	3	118
CCOC(=O)c1cnc2cc(F)c(F)cc2c1N1CCN(C)CC1	1	1.3	4	2	8	5	-2	14	-11	-12	103
CCN(CC(=O)NCCCn1ccnc1)S(=O)(=O)c1ccc(C)cc1	-5	-0.4	-2	18	-2	-1	-18	-12	-15	0	x
CCOCCOC(=O)c1ccc(-n2cncn2)nc1	0	1.3	-3	17	3	-5	-17	-14	-7	6	102
COC(=O)c1cccc(NC(=O)CSc2nncn2-c2ccccn2)c1	2	1.6	-25	x	15	2	x	-1	-1	4	x
Cc1ccc(-c2cc(C(=O)N/N=C/C(Br)=C/c3ccccc3)n[nH]2)o1	-3	1.4	1	-15	4	-9	15	-14	14	-13	109
N/C(=N\OC(=O)Cc1ccccc1)c1ccc(Br)cc1	2	0.7	-2	35	-1	18	-35	-11	-17	2	79
CCCC(C)NC(=O)Cc1ccccc1[N+](=O)[O-] (stereo not drawn)	-2	-1.1	-5	24	-2	-10	-24	0	6	-3	95
O=C(CCCn1c(=S)[nH]c2ccccc2c1=O)NCc1ccco1	0	0.6	0	-5	21	-10	5	10	97	-1	102
C/C(=N\Nc1ccccn1)c1ccc(C(C)C)cc1	4	0.3	-7	-4	43	125*	4	-2	18	2	103
CCN1CC(CN(C)Cc2nc(-c3ccc(Cl)cc3)no2)CC1=O (stereo not drawn)	2	-0.9	-5	x	-4	-14	x	4	5	2	100
Cc1ccnc(NC(=O)c2ccc3c(c2)C(=O)N(CCC(C)C)C3=O)c1	-1	1.2	-8	-24	-8	47	24	-12	18	2	94
COc1ccccc1NS(=O)(=O)c1cccc(NC(=O)c2[nH]c(C)c(C(C)=O)c2C)c1	x	-0.3	-24	x	22	-25	x	-8	-13	-13	95
Nc1c(C(=O)NCc2ccc(Cl)cc2)sc2nc3c(c(C(F)(F)F)c12)CCC3	-3	-0.2	-5	-9	9	15	9	-1	189	-5	123
CCN(CC)C(=O)Cn1cc(S(=O)(=O)CC(=O)NCc2ccc(F)cc2)c2ccccc21	12	-1.1	-10	-9	40	7	9	-8	162	1	110
COc1ccc(CNC(=O)C2CCN(C(=O)c3ccc(F)cc3)CC2)cc1OC	-3	0.1	5	14	0	5	-14	-4	-3	-4	108
CCOC(=O)CC1C(=O)NCCN1Cc1cccc(C(F)(F)F)c1 (stereo not drawn)	x	0.2	-12	12	2	-12	-12	0	-15	1	101
CC(=O)Nc1sc(C)c(C)c1C(=O)OCC(=O)Nc1cc(S(=O)(=O)N2CCCCC2)ccc1Cl	-3	0.8	-2	-12	11	5	12	-13	6	4	115
O=C(Cn1c(COc2ccc(Cl)cc2)nc2ccccc21)NCC(F)(F)F	-3	-0.1	8	16	-11	0	-16	-2	89	3	130
COc1cc(C)ccc1OCCCOc1cc(C)ccc1Cl	-4	0.2	10	-14	25	35	14	11	-25	-13	x
COc1ccccc1Nc1c([N+](=O)[O-])cc(C)cc1[N+](=O)[O-]	5	0.8	-3	-24	-4	9	24	-2	108	0	106
CCC[N+](CC#Cc1ccccc1)(CCC)CC(=O)OC	-2	x	6	-10	20	2	10	4	14	-4	89
CCCCCCC(O)(c1ccccc1)C(CN1CCOCC1)c1ccccc1 (stereo not drawn)	-1	-0.3	-12	16	18	-4	-16	-1	72	-3	97
COc1ccc2c(c1)c(=O)oc1cc3occ(C(C)(C)C)c3cc12	-1	0.0	-5	-19	-2	x	22	-5	278	-5	84
CCn1c(Cc2cccn2C)nnc1SCC(=O)c1ccc(C)cc1	2	0.2	-7	-45	5	21	45	1	7	-9	105
Cn1c(NC(=O)c2ccc(Cl)cc2)c(-c2ccccn2)c(=O)c2ccccc21	-2	0.0	-5	6	8	0	-6	7	-3	-11	102
COCCn1c(=O)[nH]c(=O)c2cc(C(=O)c3cc(Cl)ccc3O)cnc21	x	2.4	-12	7	12	8	-7	-6	838*	-18	113
Cc1ccc(CN(C)C(=O)COC(=O)CSc2ccc(C(N)=O)cc2[N+](=O)[O-])cc1	1	-0.3	-3	26	9	-1	-26	-18	-18	0	118
CC(C)(C)NC(=O)NC(=O)COC(=O)Cc1c(Cl)cccc1Cl	19	-0.2	-10	-18	17	4	18	-2	18	6	122
COc1ccc(CC(=O)Nc2cccc(/C(C)=N/NC(=O)c3cccc([N+](=O)[O-])c3)c2)cc1	-1	-2.0	-1	-33	13	2	33	4	-31	0	99
CNC(C)C#Cc1ccc2sc3cccc(OC)c3c(=O)c2c1 (stereo not drawn)	x	0.6	-4	-37	30	9	37	9	7	-3	102
CC(Oc1ccc(Br)cc1)C(=O)Nc1cc(Cl)ccc1N1CCN(C)CC1 (stereo not drawn)	1	1.3	-3	38	2	17	-38	3	-21	-4	87
CC(=O)N1CCN(C(=S)NC(=O)c2ccc(F)cc2)CC1	-3	-1.3	-6	-4	-4	-7	4	-5	-12	3	96
COCCCN(C)C1CCN(C(=O)Nc2ccc(F)cc2)CC1	x	-1.5	1	6	-4	x	-6	-2	-12	-2	106
Cc1c(CCC(=O)O)c(=O)oc2c(C)c(OCc3ccccc3Cl)ccc12	0	-0.2	-5	19	-14	9	-19	-2	31	5	114
O=C(Nc1cc([N+](=O)[O-])ccc1F)c1ccc2c(c1)OCCO2	-1	-5.5	3	11	-2	28	-11	10	-4	2	87
O=C(NCCCn1ccnc1)/C(=C\c1ccccc1Cl)NC(=O)c1ccccc1	-1	0.4	-15	6	27	-6	-6	-1	-9	-6	x
Clc1ccc(CN2CCc3c([nH]c4ccccc34)C2)cc1Cl	-3	2.6	7	-54	12	-5	54	-7	51	-18	93
CC(NC(=O)c1ccnc(C(C)(C)C)c1)c1ccccc1 (stereo not drawn)	-5	-0.2	-5	-6	9	x	6	-6	13	-4	x
Cc1ccc(C)c(NC(=O)CN(C)C(=O)c2cccc(-n3cccc3)c2)c1	12	1.7	-8	12	19	-14	-12	-3	-13	5	95
Cc1cc(NC(=O)CCCn2nc([N+](=O)[O-])c(Br)c2C)no1	-2	0.2	-3	x	-10	-5	x	-5	-12	2	104
COc1cccc(C(c2nnnn2Cc2ccco2)N2CCN(c3cccc(C)c3C)CC2)c1OC (stereo not drawn)	2	-0.6	-11	-23	-3	-7	23	-18	19	8	95
CCOc1ccc(S(=O)(=O)NCc2cccnc2)cc1C	-1	0.0	-1	10	-1	8	-10	-1	-17	-3	103
Cc1ccc(S(=O)(=O)N(C)CC(=O)O/N=C(\N)c2ccc([N+](=O)[O-])cc2)cc1	-1	0.5	-9	-2	2	x	2	-8	-4	7	x
CCCCN(CC)CCCNC(=O)c1cn(C)c2ccc(S(=O)(=O)N(C)C3CCCCC3)cc2c1=O	14	0.5	-12	27	20	14	-27	-6	-3	12	107
Cc1cc(C)nc(N2CCN(C(=O)c3ccc(S(=O)(=O)N4CCCCCC4)cc3)CC2)n1	40	-1.8	-6	-48	-5	-6	48	-1	-13	1	98
NC(=O)CC(NC(=O)Cc1ccc(Br)cc1)c1ccc(NC2CCCCCC2)c([N+](=O)[O-])c1 (stereo not drawn)	x	-0.7	-7	-22	-2	19	22	-7	1	-5	107
Cc1cccc(NC(=O)COc2cccc3c2CCN(C)C3=O)c1	-2	-0.5	-20	-3	-13	-1	3	2	6	-5	103
O=C(CSc1nc2[nH]ncc2c(=O)[nH]1)Nc1cccc([N+](=O)[O-])c1	3	-0.1	-5	-10	-3	5	10	2	13	1	103
O=C(Cc1ccc(Cl)cc1Cl)OCC(=O)c1ccc[nH]1	1	-1.1	11	x	-4	17	-25	0	581*	-19	x
O=C1CN(C(=O)COC(=O)c2cc(S(=O)(=O)N3CCOCC3)ccc2Cl)c2ccccc2N1	0	1.7	-11	-60	15	6	60	1	844	0	84
CN(C(=O)c1ccccc1Cl)c1ccccc1	-1	-0.3	-3	12	27	-3	-12	4	169	-11	101
CC(=O)C1=C(O)C(=O)N(CCCn2ccnc2)C1c1ccc(Br)cc1 (stereo not drawn)	-2	0.5	-4	-5	12	-4	5	-8	-14	-2	98
CC(C)c1ccc(S(=O)(=O)N2CCN(CC(=O)Nc3ccc(Cl)cc3F)CC2)cc1	120*	-2.7	-8	-22	-2	-3	22	3	4	-10	x
CCOC(=O)CCn1c(=O)c2c(nc(Br)n2Cc2ccccc2)n(C)c1=O	2	-1.1	-5	x	-28	0	-4	6	5	1	107
O=C(c1ccccc1)N(Nc1ccccc1)c1ccccc1	-2	-0.4	-3	9	46	5	-9	1	-8	-8	92
COc1ccc(S(=O)(=O)c2ccc(OC)c(OC)c2)cc1OC	-1	-1.0	-3	11	1	23	-11	5	-8	5	x
CCc1ccc(-c2nc3ccc(Br)cc3c(C(=O)O)c2C)s1	-1	0.7	0	3	41	-2	-3	-10	316	0	94
O=c1cc(-c2ccccc2)[nH]c2ccc(F)cc12	x	0.0	-8	-3	1	-26	3	5	-15	5	105
CCCCNC(=O)CCN1N=C(c2ccccc2)CCC1=O	-2	-1.8	-9	x	28	14	x	-3	14	-3	99
O=C(NNC(=O)c1cccnc1)NC1CCCCC1	-1	0.6	1	23	-4	6	-23	-9	x	7	103
COc1cc(CN2CCN(Cc3ccccc3C(F)(F)F)CC2)cc(OC)c1OC	0	-2.1	-2	24	0	-2	-24	-1	-13	-1	93
CC(=O)Oc1ccc2oc(=O)c3c(c2c1)CCCN3C(=O)CN1CCOCC1	-12	0.2	2	13	-6	7	-13	4	x	0	99

With a hit mark in SUMO Mot1 rescue, of those listed so far:
SMILES	NSD2 HMT inh	CDK5 p35 inh	dFosB activator	SR-BI DiI-HDL act	Arrestin-AP2 inh	MITF TRPM1 HTS	SR-BI HDL uptake	PKA-R2B activ	SUMO Mot1 rescue	PKA-R1A act	DSG3 Ab inh
COCCn1c(=O)[nH]c(=O)c2cc(C(=O)c3cc(Cl)ccc3O)cnc21	x	2.4	-12	7	12	8	-7	-6	838*	-18	113
O=C(Cc1ccc(Cl)cc1Cl)OCC(=O)c1ccc[nH]1	1	-1.1	11	x	-4	17	-25	0	581*	-19	x

Assay outcomes from PubChem BioAssay.
